EPAC1 agonist: activates human EPAC1 exchange factor. O95398. EPAC1 agonist qHTS, biochemical assay; response scale: 100% = response to 6.5 mM cAMP. Potency, µM (highest dose often 154 µM), for the others: at the top dose activation, most hits filed as activators. 360,000 tested, 0.073% active; further: potency means the concentration at half of the fitted maximal effect; nearly all actives have a fitted effect of over 60% in size
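Normalized to 6.5 mM cAMP, activity reflects EPAC1-catalysed release of BODIPY-GDP from Rap1B, followed kinetically over 30 min at 480 nm excitation, 540 nm emission. Reaction contained 100 nM EPAC1, 250 nM Rap1B-BODIPY-GDP, 50 uM GDP.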
PLK1 PBD inh: PLK1 (human) polo-box domain binding inhibition. Potency, µM, for inactives: max response, negative = inhibition, usual class: inhibitors. 360,000 tested, 2.8% active. AID 720504. Plk1 PBD binding of FITC phosphopeptide, fluorescence polarization; further: potency means the concentration at half of the fitted maximal effect; series mostly up to about 57 µM; on the % scale 0 is the no-effect control and ±100 the full control effect; nearly all actives have a fitted effect of over 65% in size
Target sequence (P53350 whole entry, looked up, the tested form may be a part): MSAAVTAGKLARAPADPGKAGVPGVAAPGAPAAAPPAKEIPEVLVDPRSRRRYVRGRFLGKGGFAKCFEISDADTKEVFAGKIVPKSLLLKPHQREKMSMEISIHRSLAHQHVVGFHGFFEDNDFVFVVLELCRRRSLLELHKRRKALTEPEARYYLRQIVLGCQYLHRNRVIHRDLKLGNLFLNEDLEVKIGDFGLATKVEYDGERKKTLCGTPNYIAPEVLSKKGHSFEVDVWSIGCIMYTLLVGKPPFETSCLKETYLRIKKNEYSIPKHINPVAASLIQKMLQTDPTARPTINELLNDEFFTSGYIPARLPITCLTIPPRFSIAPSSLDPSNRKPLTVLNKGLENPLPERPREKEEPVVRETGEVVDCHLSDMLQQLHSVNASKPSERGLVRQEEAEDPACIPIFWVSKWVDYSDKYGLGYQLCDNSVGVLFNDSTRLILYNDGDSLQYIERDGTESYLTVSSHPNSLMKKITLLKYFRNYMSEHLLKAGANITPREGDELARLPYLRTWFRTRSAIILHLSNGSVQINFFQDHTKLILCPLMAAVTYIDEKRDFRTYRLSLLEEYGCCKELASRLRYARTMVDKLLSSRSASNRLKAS
EPAC1 antag: antagonists of human EPAC1. O95398. EPAC1 GEF assay, Rap1b-BODIPY-GDP exchange fluorescence. Potency, µM (top dose mostly 115 µM), without a hit: at the top dose activity change, negative = inhibition, hits mostly inhibitors. 360,000 tested, 0.14% active;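 further: potency means the concentration at half of the fitted maximal effect; plate controls were vehicle for no effect and positive control for full effect; nearly all actives have a fitted effect of over 50% in size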
IL-2 act: activators of IL-2 | IL-2 activation reporter assay, cell-based qHTS; stimulated with anti-CD3/CD4/CD28 beads; in transgenic mouse T cells | activation, % (series mostly up to about 46 µM) | 360,000 tested, 0.065% active | AID 652025; in the data active means activation above about 50%; inconclusive means mostly about 30% to 49%; further: 0% is about no effect
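Readout is EGFP and DsRed signal by fluorescent plate cytometry after 18 h at 37 degrees C. Transgenic mouse T cells (750/well) received compound for 60 min before bead stimulation (anti-CD3, anti-CD4, anti-CD28); memory T cells served as non-tolerant control.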
Abeta yeast res: A-beta toxicity reversal in yeast. yeast expressing A-beta42, growth rescue, OD600, 48 h; response scale: 0% DMSO, 100% iron-clioquinol control. Potency, µM (titrated, usually from 46.1 µM), for inactives: at the highest dose growth rescue, most hits filed as activators. 410,000 tested, 0.063% active; further: potency means the concentration at half of the fitted maximal effect; nearly all actives have a fitted effect of over 55% in size
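Yeast growth medium received pinned compounds, then yeast cells expressing toxic A-beta were added; plates incubated at 30 C for 48 hr. Growth read as absorbance at 600 nm, normalized to DMSO and equimolar FeCl3 plus clioquinol controls.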
PI5P4K alpha inh: PI5P4K alpha (human) kinase inhibition | P48426 | PI5P4Kalpha enzyme, ADP-Glo luminescence, 60 min; stronger effect = lower value | max response, % | 330,000 tested, 1.2% active; active means max response of -50% or lower; inconclusive means between -30% and -50%; inactive means -30% or higher; further: value at the top dose of about 77 µM; on the % scale 0 is the no-effect control and ±100 the full control effect
Target sequence (P48426 whole entry, looked up): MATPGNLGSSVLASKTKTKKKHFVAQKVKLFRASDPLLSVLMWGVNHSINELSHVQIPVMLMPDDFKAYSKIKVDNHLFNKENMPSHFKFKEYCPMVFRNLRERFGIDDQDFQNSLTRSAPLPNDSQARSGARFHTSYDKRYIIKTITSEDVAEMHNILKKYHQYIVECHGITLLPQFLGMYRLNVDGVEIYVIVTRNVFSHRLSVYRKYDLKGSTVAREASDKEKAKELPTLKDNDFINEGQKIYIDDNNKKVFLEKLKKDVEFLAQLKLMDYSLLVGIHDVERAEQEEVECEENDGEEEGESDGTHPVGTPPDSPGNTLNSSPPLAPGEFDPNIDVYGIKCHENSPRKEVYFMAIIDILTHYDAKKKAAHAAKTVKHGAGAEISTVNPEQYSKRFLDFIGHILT
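Human PI5P4Kalpha with substrate in 0.038 M HEPES pH 7.4, 0.28 mM EGTA, 0.1% CHAPS, 5% DMSO; reaction started with 5 microM ATP (final), 60 min at room temperature. ADP formed read by ADP-Glo luminescence.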
WRN inhibitor: inhibitors of human WRN helicase | Q14191 | WRN helicase unwinding, fluorescent forked duplex, kinetic | 360,000 tested, 0.46% active | Potency, µM (series often up to 114 µM), for inactives: top-dose activity change, negative = inhibition, hits mostly inhibitors; further: potency means the concentration at half of the fitted maximal effect; on the % scale 0 is the no-effect control and ±100 the full control effect; nearly all actives have a fitted effect of over 55% in size
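Enzyme (20 nM final) and test compound sit together 15 min at room temperature before substrate addition. Substrate is a single-forked duplex oligonucleotide (100 nM) labelled with fluorophore and quencher, with 2 mM ATP; helicase unwinding raises red fluorescence, read kinetically.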
FUS suppressor: suppressors of FUS proteinopathy in yeast; Potency, µM (doses to about 76.6 µM), inactives show at the highest dose growth rescue (activation), actives largely listed as activators; AID 1347120; S. cerevisiae FUS-expressing, growth rescue, OD600, 24 h; 390,000 tested, 0.24% active;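 further: potency means the concentration at half of the fitted maximal effect; plate controls were DMSO vehicle for no effect and reference control for full effect; nearly all actives have a fitted effect of over 55% in size; some results filed as inactive show a strong effect at the top dose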
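Cultures pregrown in 2.5% raffinose medium are shifted to minimal medium containing 2% galactose to express toxic FUS. Compounds are tested at several concentrations. After 24hr at 30C, growth is quantified at 600 nm absorbance.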
aSyn rescue: inhibitors of alpha-synuclein toxicity in yeast; Yeast expressing alpha-synuclein, growth rescue, BacTiter-Glo, 24 h; Potency, µM (titrated, usually from 46.1 µM), for inactives: at the highest dose growth rescue (activation), most hits filed as activators; 370,000 tested, 0.14% active; further: potency means the concentration at half of the fitted maximal effect; % of control where 0% means no effect; nearly all actives have a fitted effect of over 65% in size
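Galactose-induced alpha-syn yeast (OD600=0.02, raffinose-pregrown) + pinned cpd, 24 hr, 30 deg C; growth by BacTiter-Glo luminescence. Growth restoration scores as activation.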
The depositor's hits bear a star; ? = inconclusive; nt = not tested or not shown; [ ] = remark or other dose. Unless noted, the call rests on the fitted dose curve; in most records, active means well fitted curve in the direction sought with a large enough effect; inconclusive means small, poorly fitted or top-dose-only effect, or another doubt; inactive means no such curve, though single readings can be large; an effect the other way counts as inactive or inconclusive.

SMILES	EPAC1 agonist	PLK1 PBD inh	EPAC1 antag	IL-2 act	Abeta yeast res	PI5P4K alpha inh	WRN inhibitor	FUS suppressor	aSyn rescue
CCOC(=O)c1c(NC(=O)Cn2nc(C(F)(F)F)cc2C)sc2c1CCC2	-14%	-7%	6%	-4.4	-7%	18	-9%	nt	12%
CCC1C(=O)NCCN1C(=O)c1ccc(OC)c(OC2CCN(C(C)=O)CC2)c1 (stereo unspecified)	-7%	-1%	-3%	2.3	18%	0	4%	-1%	11%
Cc1ccc(S(=O)(=O)c2nc(-c3ccco3)oc2N2CCC(C)CC2)cc1	1%	-21%	-7%	-0.6	-2%	4	?	11%	11%
CCC(C(=O)NC1CCCC1)N(C(=O)Cn1nnc(-c2ccc(C)o2)n1)c1ccc(OC)c(OC)c1 (stereo unspecified)	-22%	4%	10%	-0.8	7%	-2	1%	22%	6%
CC1CN(C(=O)CCC(=O)NCc2ccccc2)c2ccccc2S1 (stereo unspecified)	0%	-1%	10%	-1.9	13%	-2	5%	13%	6%
C=CCNc1oc(COc2ccc(C)cc2)nc1C#N	-9%	-2%	-8%	-2.7	31%	-1	-11%	-14%	-13%
O=C(c1ccncc1)N(c1ccc2oc3c(c2c1)CCCC3)S(=O)(=O)c1cccc([N+](=O)[O-])c1	12%	-11%	-10%	-0.5	16%	-6	-12%	10%	1%
CC(=O)c1ccc(OCc2cc(C(=O)N3CCC(Oc4ccccc4C)CC3)no2)cc1	2%	1%	0%	-0.3	0%	1	-3%	28%	16%
O=C(CC(C(=O)O)C1CCCO1)Nc1cccc(C(F)(F)F)c1 (stereo unspecified)	0%	-6%	-15%	-2.8	-1%	-1	3%	-4%	0%
O=C(Nc1ccc(Oc2cccnc2)cc1)C1CCCCN1Cc1ccc(CO)o1 (stereo unspecified)	2%	-1%	0%	-2.3	-11%	-4	-33%	nt	0%
COc1ccc(-n2nc3c(c2NC(=O)c2ccc(S(=O)(=O)N4CCOCC4)cc2)CS(=O)C3)cc1 (stereo unspecified)	5%	-5%	-2%	0.4	0%	0	7%	-5%	2%
CCOC(=O)C1=C(C)N(C[C@@H]2CC[C@@H](Cc3ccc(-c4ccccc4)cc3)O2)C(=O)NC1c1ccc(Cl)cc1 (stereo partly specified)	-2%	-9%	-6%	0.0	-10%	1	0%	26%	23%
CCC(C(=O)NC1CCCC1)n1nc(C)n2c(cc3occc32)c1=O (stereo unspecified)	-1%	-3%	-1%	0.9	-1%	-2	5%	19%	4%
COc1cccc(Nc2nc3ccccc3nc2-n2nc(C)cc2C)c1	5%	-2%	-5%	-0.8	1%	2	-3%	-29%	-2%
Cc1cccc(Oc2ccccc2NS(=O)(=O)c2ccc(CCC(=O)O)cc2)c1	7%	-23%	-7%	-0.4	-3%	-14	-3%[11.6 µM]	28%	15%
CN(Cc1ccco1)S(=O)(=O)c1ccc2c(c1)CCN2C(=O)CCC(=O)O	8%	-3%	14%	-0.4	8%	1	9%	nt	-3%
O=C(NCCc1ccccc1)c1ccc(NC(=O)C2CCC2)cc1	-16%	-16%	-1%	0.0	-9%	-2	6%	-15%	0%
Nc1cc(S(=O)(=O)Nc2cc(Cl)ccc2Cl)ccc1N1CCCC1	5%	30µM*	-10%	-1.1	?	-1	-7%	27%	13%
CN(Cc1ccccc1)C(=O)c1ccc(NC(=O)Cc2ccc(NC(=O)C3CCN(C(=O)CCc4ccccc4)CC3)cc2)cc1	-12%	-16%	-21%	-0.7	-5%	-16	-4%	?	-4%
COc1ccccc1C(C)NC(=O)Cc1ccsc1 (stereo unspecified)	5%	0%	1%	-0.3	14%	-3	-12%[57.1 µM]	10%	0%
COc1ccccc1NC(=O)/C(=C\c1cccs1)NC(=O)c1ccco1	-2%	1%	-14%	-1.1	5%	1	-6%	-14%	0%
CSc1nnc(Cc2cc(=O)[nH]c(=O)[nH]2)n1-c1cc(C)ccc1C	5%	-6%	-14%	0.0	9%	nt	6%	22%	4%
CC1CCC(NC(=O)C(=O)Nc2ccc3c(c2)OCO3)CC1 (stereo unspecified)	-17%	-1%	3%	-2.2	2%	0	1%	-7%	1%
COc1ccc(-c2csc(C3=C(O)CN(Cc4ccc(Cl)cc4)C3=N)n2)cc1OC	4%	-2%	-2%	-3.3	14%	nt	-16%	?	0%
Cn1nc(-c2ccccc2)c2cc([N+](=O)[O-])ccc21	-6%	0%	-1%	-2.9	-16%	15	-3%	-21%	-7%
CCCNC(=O)c1nnsc1Sc1ccc(Cl)cc1	10%	-2%	10%	0.0	-7%	-1	4%	-8%	-1%
CCS(=O)(=O)CCSc1nc2c(cc1C#N)CCCC2	3%	0%	7%	16	-72%[inhibitor]	nt	-8%	-9%	-15%
CCOc1ccc(C(=O)Nc2ccccc2-c2ccccc2)cc1Cl	12%	1%	-8%	-0.1	6%	nt	-11%	13%	3%
O=C1C2C3C=CC(CC3)C2C(=O)N1c1ccc(Br)cc1 (stereo unspecified)	-3%	-4%	-8%	1.9	8%	7	-4%	-15%	-10%
COc1c(Cl)cc(Cl)cc1CNCCO	8%	-14%	15%	-5.2	-2%	-2	3%	15%	-4%
CC1(C)CNc2cc(N)ccc2S1	7%	-14%	25%	-0.4	-17%	-26	2%	18%	-9%
C[C@H](NS(=O)(=O)c1ccccc1)C(=O)OCC(=O)NC(=O)Nc1ccc2c(c1)OCCO2	4%	0%	26%	0.4	7%	-5	-34%[57.1 µM]	14%	2%
CCOC(=O)N1CCN(c2c(-c3ccccc3)c3cc(Cl)ccc3[nH]c2=O)CC1	4%	-11%	-18%	0.0	26%	10	1%	nt	5%
COc1cc(/C=C/C(=O)O)cc(S(=O)(=O)NCCCC(=O)O)c1OC	1%	-22%	-1%	0.6	-2%	-8	4%	4%	2%
COc1cccc(C(=O)NC2CCN(C(=O)N3CCCCC3)CC2)c1	5%	-10%	-1%	-1.7	9%	0	5%	16%	-1%
CCC1=NN(C(=O)c2cccc(Br)c2)C(O)(c2ccc(Br)cc2)C1 (stereo unspecified)	4%	-7%	-8%	-0.5	24%	5	-15%	9%	-60%[inhibitor]
CC(=O)c1ccccc1C(=O)N1CCCC(CNC(=O)c2ccc(F)cc2)C1 (stereo unspecified)	2%	-8%	12%	2.3	-1%	-14	9%	-15%	-3%
CCCCN(C(=O)C1CCC1)c1c(N)n(CC(C)C)c(=O)[nH]c1=O	2%	-1%	-1%	-3.4	4%	-3	-4%	-9%	3%
COc1ccc2c(c1)C(=O)N1[C@H]3c4cc(C)ccc4OC[C@@H]3[C@H](c3ccccc3)[C@]1(C)C(=O)N2	-12%	-17%	-19%	-3.0	28%	-3	-2%	?	-17%
O=C(CNCc1ccc(F)cc1)Nc1cc(S(=O)(=O)N2CCOCC2)ccc1Cl	9%	6%	-8%	-0.3	2%	-3	-5%	-9%	6%
COC(=O)C1=C(C)OC(N)=C(C#N)C1c1cc(C)sc1C (stereo unspecified)	5%	-3%	2%	1.6	6%	0	-2%	0%	-4%
O=C(/C=C/c1ccc(O)cc1)OCc1occc(=O)c1O[C@@H]1OC(CO)[C@@H](O)[C@H](O)[C@@H]1O (stereo partly specified)	-9%	-13%	-2%	-0.2	-5%	-4	-4%	-5%	-3%
CCCNC(=O)c1ccc2c(c1)ncn2-c1ccccc1OC	0%	?	9%	0.0	0%	-9	10%	4%	-18%
O=C(Cn1c(=O)c2cccn2c2ccccc21)NCc1cccc(F)c1	-7%	-13%	-9%	-2.8	-6%	-8	-6%	6%	-4%
Cn1c(SCC(=O)N2CCCC2=O)nc2ccccc2c1=O	-5%	6%	-2%	0.2	6%	0	-6%	-18%	-10%
COc1ccc(CNC(=O)CN(C(=O)CCC(=O)Nc2ccccn2)c2ccc3c(c2)OCO3)cc1	5%	-12%	-13%	-2.4	-18%	-13	-4%	21%	-3%
Cc1ccc(N2C(=O)CC(Sc3ncn[nH]3)C2=O)cc1 (stereo unspecified)	-8%	?	1%	0.2	-2%	-14	3%	11%	12%
CCOC(=O)C1CCCN(C2CCN(Cc3nc(-c4ccccc4)no3)CC2)C1 (stereo unspecified)	4%	-11%	0%	1.7	12%	-3	-4%	19%	-2%
CCc1ccccc1NC(=O)CCNC(=O)Cn1ccc2ccccc2c1=O	0%	-8%	-27%	0.0	-6%	2	3%	23%	-3%
Cc1ccccc1OCC(=O)OCC(=O)NC12CC3CC(CC(C3)C1)C2	12%	-10%	-9%	-2.2	-6%	2	-4%	-29%	-1%
CCc1ccccc1Nc1nc2ccccc2n1C	-6%	2%	11%	-0.5	-1%	0	-1%	4%	-7%
Cc1cccc(-n2nc(C)cc2N)c1	10%	-11%	-7%	-0.2	3%	nt	-2%	?	-2%
O=C(Nc1ccc(F)cc1F)c1ccc(S(=O)(=O)NCc2ccco2)cc1	0%	-7%	2%	0.0	7%	-2	7%	-16%	-3%
CN(c1ccccc1)S(=O)(=O)c1cc(C(=O)OCC(N)=O)ccc1Cl	5%	3%	-22%	-0.8	1%	7	-4%	-26%	3%

Fetched by structure from the entries so far (five):
SMILES	EPAC1 agonist	PLK1 PBD inh	EPAC1 antag	IL-2 act	Abeta yeast res	PI5P4K alpha inh	WRN inhibitor	FUS suppressor	aSyn rescue
Cc1ccccc1OCC(=O)OCC(=O)NC12CC3CC(CC(C3)C1)C2	12%	-10%	-9%	-2.2	-6%	2	-4%	-29%	-1%
O=C(Nc1ccc(F)cc1F)c1ccc(S(=O)(=O)NCc2ccco2)cc1	0%	-7%	2%	0.0	7%	-2	7%	-16%	-3%
CN(c1ccccc1)S(=O)(=O)c1cc(C(=O)OCC(N)=O)ccc1Cl	5%	3%	-22%	-0.8	1%	7	-4%	-26%	3%
CCc1ccccc1NC(=O)CCNC(=O)Cn1ccc2ccccc2c1=O	0%	-8%	-27%	0.0	-6%	2	3%	23%	-3%
Cc1cccc(-n2nc(C)cc2N)c1	10%	-11%	-7%	-0.2	3%	nt	-2%	?	-2%
